Assay outcomes (PubChem BioAssay)
FECH block – blocks human mitochondrial ferrochelatase activity; P22830; purified FECH, Ni-mesoporphyrin absorbance 550 nm; calls only at 10 µM (by protocol); 3.3% of 20,000 active; AID 1671448;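 active = enzyme reaction rate more than 3 SD below the solvent-only control wells on the same plate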;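 note: lower slope than DMSO wells means FECH inhibition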
Target sequence (P22830 whole entry, looked up): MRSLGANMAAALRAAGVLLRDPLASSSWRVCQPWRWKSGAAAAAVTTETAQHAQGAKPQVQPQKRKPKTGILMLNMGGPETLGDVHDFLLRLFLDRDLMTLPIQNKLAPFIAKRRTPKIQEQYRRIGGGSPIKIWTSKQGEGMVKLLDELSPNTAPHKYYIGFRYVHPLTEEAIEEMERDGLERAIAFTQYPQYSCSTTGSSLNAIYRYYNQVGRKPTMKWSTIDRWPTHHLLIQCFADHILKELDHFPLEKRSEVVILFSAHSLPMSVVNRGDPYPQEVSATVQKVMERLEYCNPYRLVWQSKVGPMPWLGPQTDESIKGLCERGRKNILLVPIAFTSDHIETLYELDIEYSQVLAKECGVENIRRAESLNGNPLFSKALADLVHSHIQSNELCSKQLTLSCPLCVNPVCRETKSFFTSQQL
Calls only; i = inactive; + = active, no number.

FECH block,SMILES
i,c1c[nH]c(CN2CCN(CCn3cncn3)CC2)n1
i,COc1ccc(NC(=O)C2CCCN2S(=O)(=O)c2ccc3c(c2)CCCC(=O)N3)c(OC)c1 (stereo unspecified)
i,CCn1c(CC2CCNCC2)nn(Cc2nc(COC)no2)c1=O
i,O=S(=O)(NCc1nc2cccnc2n1Cc1ccccc1)c1ccccc1Cl
i,CCCc1ccc(S(=O)(=O)NCc2nc3cccnc3n2C2CCCCC2)cc1
i,Cc1cccc(Nc2nc(NCC(C)O)nc3c2cnn3-c2ccccc2)c1 (stereo unspecified)
i,CCOc1ccc(NS(=O)(=O)c2cc(C(=O)N3CCCCC3)cs2)cc1
i,COc1ccc(NC(=O)c2ccc(-c3cccc(NC(C)=O)c3)o2)cc1
i,COc1ccc(CCC(=O)NC2CC(=O)N(c3ccccc3)C2)cc1 (stereo unspecified)
i,CCCS(=O)(=O)N1CCC(n2c(C(F)(F)F)nc3cccnc32)CC1

Later entries:
FECH block,SMILES
i,CS(=O)(=O)N1CCN(Cc2nc3cccnc3n2-c2ccccc2)CC1
i,CCc1ccc(-c2c(-c3ccccc3)ncn2CCc2nn[nH]n2)nc1
i,Cc1cnn(-c2cc(N3CCC(n4cc(C5CC5)nn4)CC3)ncn2)c1
i,C(#Cc1ccccc1)CN(Cc1nc(-c2ccco2)no1)C1CC1
i,COc1ccc(-c2ncc3c(=O)n(CCN4CCOCC4)c(=O)n(C)c3n2)cc1
i,Cc1ccc(S(=O)(=O)N2CCN(c3nc(C)cc(N4CCCCC4)n3)CC2)cc1
i,Cc1ccccc1CC1(C(=O)O)CCCN(c2ccc3ccccc3n2)C1 (stereo unspecified)
i,Cn1nc(C(=O)NCc2ccccc2)c2c1CCN(C(=O)c1ccco1)C2
i,Cc1ccc(-c2nc3cccnc3n2CCNS(=O)(=O)c2ccc(C(C)C)cc2)cc1
i,Cc1ncnc(N2CCC(CO)(Cc3ccccc3Cl)CC2)c1C

The listing continues.
FECH block,SMILES
i,COc1ccc(Cl)cc1Nc1nc(SC)nc(-c2ccccc2)c1C#N
+,Cc1ccc(NC(=O)NCCn2c(-c3ccncc3)nc3cccnc32)c(C)c1
i,O=C(COc1ccc2c(c1)OCO2)N1CCCC(c2ccn[nH]2)C1 (stereo unspecified)
i,Cc1cc(C)n2nc(CN(C(=O)c3ccccc3C)c3cccc(Cl)c3)nc2n1
i,CCn1ccnc1-c1c(-c2ccccc2)ncn1CCN1CCOC1=O
i,Cc1ccccc1Oc1ncccc1CNc1cnc2ccccc2n1
i,Cc1cnc(C)c(N2CCN(Cc3c(CO)cnc(C)c3O)CC2)n1
i,O=S(=O)(NCc1ccccc1)Nc1ccccc1OCC1CCCO1 (stereo unspecified)
i,CCc1cc(-n2cnc3c(C)ncnc32)ccc1NC(C)=O
i,NC1(C(=O)NCc2ccc3nonc3c2)CC1

The list continues.
FECH block,SMILES
i,Cc1nc(CCNC(=O)c2cnn(Cc3ccccc3)c2)nc2c1CCC2
i,CCn1c(=O)n(Cc2ccc(F)cc2Cl)c(=O)c2cnc(-c3ccc(OC)cc3)nc21
i,COc1ccc(C2C=C(c3ccc(Cl)cc3)Nc3nc(NC(C)=O)nn32)cc1 (stereo unspecified)
i,COc1ccc(NC(=O)CN2CCN(Cc3ccccc3F)S2(=O)=O)cc1Cl
i,CC(C(N)=O)N1CCC=C(CN(C)C(=O)/C=C/c2ccccc2)C1 (stereo unspecified)
i,Cc1ccc(-c2cc(N3CCN(S(=O)(=O)c4cccc(Cl)c4)CC3)ncn2)cc1
i,CC(=O)Nc1ccc(S(=O)(=O)NCc2nc3cccnc3n2C2CCCC2)cc1
i,CN(Cc1ccccc1)C1CCCN(C(=O)CNC(N)=O)C1 (stereo unspecified)
i,CCCn1ccnc1C1CC(=O)Nc2c1cnn2Cc1ccccc1Cl (stereo unspecified)
i,Cc1ccc2nc(C3CCCN3Cc3noc(-c4ccco4)n3)[nH]c2c1 (stereo unspecified)

Some of the entries so far, field by field:
CC(=O)Nc1ccc(S(=O)(=O)NCc2nc3cccnc3n2C2CCCC2)cc1
  FECH block: i
CN(Cc1ccccc1)C1CCCN(C(=O)CNC(N)=O)C1 (stereo unspecified)
  FECH block: i

The results go on:
FECH block,SMILES
i,Cc1ccc(NC(=O)N2CCC(n3cnc4cccnc43)CC2)c(Cl)c1
i,Cn1c(=O)n(Cc2ccccc2Cl)c(=O)c2cnc(-c3cccs3)nc21
i,Cc1cc(C)n2nc(N(Cc3ccccc3C)S(=O)(=O)c3ccccc3)nc2n1
i,O=C(Nc1ccc(Cl)cc1)C1CCN(c2ncnc3c2nc2n3CCCCC2)CC1
i,O=C(NCCc1cccc(C(F)(F)F)c1)c1ccccc1C1CCNC1 (stereo unspecified)
i,O=C(CCC(=O)N1CCc2cc(S(=O)(=O)NC3CC3)ccc21)N1CCOCC1
i,CC(C)Cc1cc(CNC(=O)C2COc3ccccc3O2)no1 (stereo unspecified)
i,CCOCCCNc1nc(Nc2cccc(OC)c2)c2cnn(-c3ccccc3)c2n1
i,CC(C)c1nccc(C(=O)N(C)Cc2ccc3ccccc3n2)n1
i,Cc1ccc2nc(C)c(C)c(C(=O)NC(C)Cc3cnccn3)c2c1 (stereo unspecified)

Looked up by compound from above (five):
FECH block,SMILES
i,COc1ccc(NC(=O)c2ccc(-c3cccc(NC(C)=O)c3)o2)cc1
i,CS(=O)(=O)N1CCN(Cc2nc3cccnc3n2-c2ccccc2)CC1
i,COc1ccc(-c2ncc3c(=O)n(CCN4CCOCC4)c(=O)n(C)c3n2)cc1
i,NC1(C(=O)NCc2ccc3nonc3c2)CC1
i,CCOCCCNc1nc(Nc2cccc(OC)c2)c2cnn(-c3ccccc3)c2n1

Entries listed so far that contain a furan ring, fused or not, in the order listed:
FECH block,SMILES
i,COc1ccc(NC(=O)c2ccc(-c3cccc(NC(C)=O)c3)o2)cc1
i,C(#Cc1ccccc1)CN(Cc1nc(-c2ccco2)no1)C1CC1
i,Cn1nc(C(=O)NCc2ccccc2)c2c1CCN(C(=O)c1ccco1)C2
i,Cc1ccc2nc(C3CCCN3Cc3noc(-c4ccco4)n3)[nH]c2c1 (stereo unspecified)

Next section
FECH block,SMILES
i,CSc1nc(NCC(C)O)c(C#N)c(-c2ccc(C)cc2)n1 (stereo unspecified)
i,CCOCCn1cnc(-c2ccccc2)c1-c1ccc(S(=O)(=O)NC)cc1
i,COc1ccc(-c2cccc(C(C)N(C)C)c2)cc1CO (stereo unspecified)
i,CN(Cc1ccncn1)C(=O)C1(Oc2ccc(Cl)cc2)CCNCC1
i,O=C(Nc1cccc(N2CCCS2(=O)=O)c1)c1ccc(Br)o1
i,Cc1nc(CN2CCN(C(=O)CSc3nnc(C)s3)CC2)no1
i,Cc1nc2nc[nH]n2c(=O)c1NC(=O)Nc1ccccc1F
i,CCCCN(c1nc2nc(C)c(Cl)c(C)n2n1)S(=O)(=O)c1ccc(Cl)cc1
i,Cc1cc(NC(=O)c2ccccc2C(F)(F)F)n(-c2ncnc3c2cnn3-c2ccc(Cl)cc2)n1
i,COc1ccc(C(=O)Nc2ccc(Nc3nc(C)cc(N(C)C)n3)cc2)cc1

Next results follow.
FECH block,SMILES
i,CCN(CC)CCNc1nc(Nc2ccccc2)c2cnn(-c3ccccc3)c2n1
i,CC(C)c1nc(CN(C)C(=O)c2ccc(C3CCCN3)s2)cs1 (stereo unspecified)
i,CC(=O)Nc1ccc(Cl)c(C(=O)N(CCCO)Cc2cccs2)c1
i,CC(=O)NCCn1ccnc1C1CCOC(C)(C)C1 (stereo unspecified)
i,Cc1ccc(C(=O)O)c(N2CCCN(CC3CC3)C(C(C)C)C2)n1 (stereo unspecified)
i,Cc1cc(Nc2ccc(OC(=O)c3cccc(F)c3)cc2)n2nc(-c3cccnc3)nc2n1
i,COC(=O)c1ccc(CN2CC(=O)N3CCCC3C2=O)cc1 (stereo unspecified)
i,Fc1ccc(Nc2nc(NCC3CCCO3)nc3c2cnn3-c2ccccc2)cc1 (stereo unspecified)
i,CN1CCC2(CC1)CN(C(=O)c1cnnn1-c1ccccc1)CCN2C
i,Cc1ccc(CN2CCCN(CC(=O)Nc3ccc(C)c(C)c3)S2(=O)=O)cc1

(listing goes on)
FECH block,SMILES
i,CCOC1CCN(Cc2cc3cc4c(cc3[nH]c2=O)CCC4)CC1
i,CCOC(=O)c1cc2ccsc2n1CC(=O)Nc1ccccc1C
i,CC1(C)CC(c2nccn2CCCc2nn[nH]n2)CCO1 (stereo unspecified)
i,COc1ccc(CNc2nc3nc(CNc4cc(Cl)ccc4OC)cc(=O)n3[nH]2)cc1
i,O=C(COc1ccc(Cl)cc1)Nc1cccc(N2CCCS2(=O)=O)c1
i,Cc1ccc(O)c(CN(C)Cc2cccc3ncccc23)c1
i,O=C(CCn1nnc(-c2ccccc2)n1)N1CCCC(N2CCCC2=O)C1 (stereo unspecified)
i,COc1ccc(-c2nc(C)cc(C)c2C(N)=O)c2ccc(C)nc12
i,O=c1[nH]c2cc(Cl)ccc2cc1CN1CCN(Cc2cccnc2)CC1
i,Cc1ccccc1CN1CCN(CC(=O)Nc2cc(Cl)ccc2C)S1(=O)=O

Additional entries.
FECH block,SMILES
i,Cc1ccc(Nc2nc(N3CCN(CCO)CC3)nc3c2cnn3-c2ccccc2)cc1C
i,COc1cccc(N2CC(NC(=O)C3CCCCC3)CC2=O)c1 (stereo unspecified)
i,Cc1noc(C)c1NC(=O)c1cccc(CN(C)C(C)c2ccco2)c1 (stereo unspecified)
i,O=C1Nc2cc(C(=O)N3CCN(c4ccccc4)CC3)ccc2N2CCCCC12 (stereo unspecified)
i,c1cncc(-c2nc3c(c(NCCC45CCCN4CCC5)n2)CCNC3)c1
i,Cc1nc(CCNC(=O)c2ccccc2NCc2sccc2C)cc(=O)[nH]1
i,C=CCN(c1nc2nc(C)cc(C)n2n1)S(=O)(=O)c1ccc(Cl)cc1
i,CCn1c(C2CCN(C(=O)Cc3cn4ccsc4n3)CC2)n[nH]c1=O
i,O=C(NC1CC(=O)N(c2cccc(F)c2)C1)C1CC1 (stereo unspecified)
i,CCOC(=O)c1nn(C)c2c1CNCC2

(more compounds)
FECH block,SMILES
+,c1cc(CN2CCOCC2)cc(-c2ccc(NC3CCCC3)nn2)c1
i,Cc1ccc2[nH]c(C(=O)NCC3CN(S(C)(=O)=O)CCO3)cc2c1 (stereo unspecified)
i,CCc1ccc(NC(=O)N2CCC(n3cnc4cccnc43)CC2)cc1
i,CCCc1c(C)nc2ncnn2c1Sc1ccc(NS(=O)(=O)c2ccc(OC)cc2)cc1
i,Cc1ccc2nc(C3CCCN3CCCn3ccnc3C)[nH]c2c1 (stereo unspecified)
i,CCOC(=O)c1cc2n(n1)CC(C)(C(=O)NCCC(C)C)N(CCc1cccs1)C2=O (stereo unspecified)
i,CCc1ccc2oc(=O)cc(CN(C)CC(C)N3CCOCC3)c2c1 (stereo unspecified)
+,Cc1ccccc1-c1nc2nc(CNc3ccccc3)cc(=O)n2[nH]1
i,Cc1cc(C)cc(NC(=O)NCCc2nc3cccnc3n2-c2ccccc2)c1
i,CSc1cccc(Nc2nc(SC)nc(-c3ccc(Cl)cc3)c2C#N)c1

(cont.)
FECH block,SMILES
i,Cc1cc(=O)c(C(=O)N2CCC3(CCCN(CC(C)(C)C)C3=O)C2)c[nH]1 (stereo unspecified)
i,Cc1nc2sccn2c1CN1CCCC(Cn2ccnc2)C1 (stereo unspecified)
i,Cc1cnc(NCCc2nn[nH]n2)nc1N(C)C
i,CCCC(=O)Nc1ccc(CC(=O)NCc2n[nH]c3c2CCC3)cc1
i,CN1CCC2(CCCN(C(=O)COc3ccc4c(c3)OCO4)CC2)CC1
i,COc1ccc(OC)c(NC(=O)N2CCC(n3c(C)nc4cccnc43)CC2)c1
i,CCCCNC(=O)c1cc2n(n1)CC(C)(C(=O)NCc1ccc(C)cc1)N(C)C2=O (stereo unspecified)
i,COc1ccc(-c2cc(N3CCN(C(=O)Nc4ccccc4)CC3)ncn2)cc1
i,COc1cc(C(=O)Nc2ccccc2Sc2c(C)c(C)nc3ncnn23)cc(OC)c1OC
i,CCn1c(C2CCNCC2)nn(CCc2cccc3ccccc23)c1=O

The last two compounds of the section before lead into the next.
FECH block,SMILES
i,COc1cc(C(=O)Nc2ccccc2Sc2c(C)c(C)nc3ncnn23)cc(OC)c1OC
i,CCn1c(C2CCNCC2)nn(CCc2cccc3ccccc23)c1=O
i,COc1cc(CN(C)Cc2ncccc2C)cc(OC)c1
i,O=C(O)c1cc(-c2cccc(-n3cccn3)c2)cc(S(=O)(=O)N2CCCC2)c1
i,CCCN1C(=O)c2ccc(C(=O)N(CC)C3CCOC(C)(C)C3)cc2C1=O (stereo unspecified)
i,Cc1nc(-c2ccc(N3CCN(C(=O)C4CC(=O)N(C5CCCC5)C4)CC3)cc2)no1 (stereo unspecified)
i,Cc1ccc(OCC2CCCN(Cc3ccc(C#CCO)s3)C2)cc1 (stereo unspecified)
i,CCOC(=O)c1ccccc1NC(=O)Cn1c(C(=O)OCC)cc2ccsc21
i,O=C1CN(Cc2ccccc2Cl)S(=O)(=O)c2ccccc2N1Cc1ccccc1
i,C=C(C)COc1cccc(C(=O)N2CCC(NS(C)(=O)=O)CC2)c1
i,CCc1cnc(N2C[C@@H]3CN(c4ncccn4)C[C@]3(C(=O)O)C2)nc1
i,C=CCN(CC=C)C(=O)CN1CCC[C@H]1CO

The results go on.
FECH block,SMILES
i,Cc1nsc(NC(=O)N[C@@H]2CCCC[C@H]2c2ccccc2)n1
i,O=C(c1ccccc1Oc1ccccc1)N1CCC(O)(C(=O)O)CC1
i,Cc1ccc(-n2c(CN3CCN(S(=O)(=O)c4ccc(Cl)s4)CC3)nc3cccnc32)cc1
i,CS(=O)(=O)N1C[C@H]2CNC[C@@]2(C(=O)N2CCc3ccccc3C2)C1
i,c1ccc(Cc2nc(CCn3nnc(-c4ccccc4)n3)n[nH]2)cc1
i,CN1CCCCC1CCC(=O)N1CC(n2cccn2)C1 (stereo unspecified)
i,Cc1nc(C2CCNCC2)cc(N2CCC(C(=O)NCc3ccccn3)CC2)n1
i,CCCc1cc(N(C)CCc2cn[nH]c2)nc(C)n1
i,CCn1c(C2CCCN(C(=O)COc3ccc4c(c3)OCO4)C2)n[nH]c1=O (stereo unspecified)

Only part of the results is shown (hit frequency here may not be typical).
